ELG1 repair inh = ELG1-dependent DNA repair inhibition. 2.3% of 330,000 active. HEK293T ELG1-luciferase reporter, luminescence, 16 h; DNA damage induced by 5-fluorouridine. Potency, µM (doses to about 46.1 µM), for the others: top-dose activity change, negative = inhibition, hits mostly inhibitors. AID 504467; note: potency is the fitted concentration of half-maximal effect; % is set by controls: 0 for no effect and ±100 for the full control effect; nearly all actives have a fitted effect of over 55% in size
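HEK293T cells expressing luciferase-tagged ELG1 (2,000/well) received 5-Fluorouridine plus compound or DMSO for 16 hr at 37 °C. Luciferase was read by ONE-Glo luminescence after 30 min at room temperature.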
VP16 counter = counter-screen for ROR gamma inhibitors: Gal4-VP16 reporter | AID 2546 | Potency, µM (doses to about 53.6 µM), inactives show at the top dose activity, negative = inhibition, hits mostly inhibitors | 3.5% of 310,000 active | Drosophila S2 Gal4-VP16 UAS-luciferase, luminescence, 20 h;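 note: Gal4-VP16 expression switched on by copper sulfate through the metallothionein promoter; potency is the fitted concentration of half-maximal effect; % is set by controls: 0 for no effect and ±100 for the full control effect; nearly all actives have a fitted effect of over 50% in size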
ELG1 genotoxic = induces genotoxicity in HEK293T cells with luciferase-tagged ELG1; AID 504466; 1.3% of 330,000 active; HEK293T ELG1-luciferase reporter, luminescence, 16 h; Potency, µM (series often up to 46 µM), without a hit: at the top dose activity change, positive = activation, most hits filed as activators; note: potency is the fitted concentration of half-maximal effect; % of control where 0% means no effect; nearly all actives have a fitted effect of over 60% in size
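Screening used a luciferase reporter fused to human ELG1 in HEK293T cells. Luminescence was read on a CCD plate imager after 16 hr exposure and 30 min ONE-Glo incubation.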
TRPV1 ag = agonists of human vanilloid receptor 1 (TRPV1) | 0.19% of 320,000 active | TRPV1-expressing cells, Fluo-8 calcium influx, agonist mode | activation, % at 8.33 µM | Q8NER1 | AID 540275; in the data active = activation above about 80%; inconclusive = between about 30% and that limit; note: 0% is about no effect
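TRPV1-expressing cells were cultured overnight at 35.5C and loaded with Fluo-8 calcium dye for 40 to 90 min at room temperature. After a 10 s baseline, compound was added and calcium influx was read kinetically for 3 min (ex 480/em 520 nm).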
NPC1 promoter act = activates the NPC1 promoter; 2.4% of 320,000 active; Huh7 NPC1 promoter luciferase reporter, 24 h; Potency, µM (titrated, usually from 9.22 µM), for the others: at the highest dose activation, actives largely listed as activators;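 note: potency is the fitted concentration of half-maximal effect; % of control where 0% means no effect; nearly all actives have a fitted effect of over 60% in size; reporter is driven by a mutant NPC1 promoter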
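Stable NPC1-promoter luciferase Huh7 line; cpd (DMSO) 24 h, 37 °C, 5% CO2; Amplite luciferase reagent 10 min RT; luminescence readout. qHTS format.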
BRCA1 expr act = BRCA1 expression activation; MCF7-BRCA1-FFLuc reporter, luminescence, 48 h; response scale: scaled: vehicle 0%, 10 µM genistein 100%; Potency, µM (series often up to 46.1 µM), inactives show at the top dose activation, actives largely listed as activators; 1.1% of 380,000 active; AID 624202; note: potency is the fitted concentration of half-maximal effect; nearly all actives have a fitted effect of over 80% in size; some results filed as inactive show a strong effect at the top dose
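MCF7 cells carrying a BRCA1-firefly luciferase reporter (2000 cells/well, phenol-red free MEM) were attached for 2 h at 37 °C, then given compounds for 48 h. Luminescence was read 15 min after luciferase reagent; activity normalized to genistein (10 microM) and DMSO.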
Tb PFK block = inhibitors of T. brucei phosphofructokinase | O15648 | T. brucei PFK, ADP-Glo luminescence | Potency, µM (highest dose often 57.5 µM), without a hit: top-dose activity, negative = inhibition, actives largely listed as inhibitors | 0.17% of 330,000 active;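 note: potency is the fitted concentration of half-maximal effect; 0% = uninhibited 1x PFK enzyme wells and -100% = no-enzyme wells; nearly all actives have a fitted effect of over 60% in size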
Target sequence (O15648 whole entry, looked up): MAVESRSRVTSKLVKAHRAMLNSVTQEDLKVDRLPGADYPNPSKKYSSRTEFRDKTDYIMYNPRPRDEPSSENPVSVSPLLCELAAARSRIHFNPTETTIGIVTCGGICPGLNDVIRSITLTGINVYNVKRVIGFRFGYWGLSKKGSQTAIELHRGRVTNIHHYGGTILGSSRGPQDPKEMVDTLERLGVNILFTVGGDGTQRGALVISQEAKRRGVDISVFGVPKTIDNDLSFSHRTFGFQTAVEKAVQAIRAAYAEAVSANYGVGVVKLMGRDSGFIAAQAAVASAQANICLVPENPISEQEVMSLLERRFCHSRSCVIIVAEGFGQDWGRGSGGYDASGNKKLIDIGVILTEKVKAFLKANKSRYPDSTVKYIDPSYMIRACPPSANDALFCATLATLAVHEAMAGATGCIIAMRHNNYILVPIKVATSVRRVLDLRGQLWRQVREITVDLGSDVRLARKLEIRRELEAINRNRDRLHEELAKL
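PFK 1.25 nM, F6P 0.5 mM, ATP 0.1 mM, 0.1 M TEA pH 8.0, 5 mM MgCl2, 0.01% Tween20, 0.1% BSA; 45 min RT. ADP-Glo readout. qHTS titration up to 57 uM; curves fitted, compounds curve-classed.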
RORg inh = ROR gamma (mouse) transcription inhibition. Potency, µM (series often up to 53.6 µM), without a hit: at the highest dose activity change, negative = inhibition, actives largely listed as inhibitors. AID 2551. Drosophila S2 Gal4-RORgamma UAS-luciferase reporter, 20 h. 5.4% of 310,000 active. P51450; note: potency is the fitted concentration of half-maximal effect; % is set by controls: 0 for no effect and ±100 for the full control effect; nearly all actives have a fitted effect of over 60% in size
Target sequence (P51450 whole entry, looked up, the tested form may be a part): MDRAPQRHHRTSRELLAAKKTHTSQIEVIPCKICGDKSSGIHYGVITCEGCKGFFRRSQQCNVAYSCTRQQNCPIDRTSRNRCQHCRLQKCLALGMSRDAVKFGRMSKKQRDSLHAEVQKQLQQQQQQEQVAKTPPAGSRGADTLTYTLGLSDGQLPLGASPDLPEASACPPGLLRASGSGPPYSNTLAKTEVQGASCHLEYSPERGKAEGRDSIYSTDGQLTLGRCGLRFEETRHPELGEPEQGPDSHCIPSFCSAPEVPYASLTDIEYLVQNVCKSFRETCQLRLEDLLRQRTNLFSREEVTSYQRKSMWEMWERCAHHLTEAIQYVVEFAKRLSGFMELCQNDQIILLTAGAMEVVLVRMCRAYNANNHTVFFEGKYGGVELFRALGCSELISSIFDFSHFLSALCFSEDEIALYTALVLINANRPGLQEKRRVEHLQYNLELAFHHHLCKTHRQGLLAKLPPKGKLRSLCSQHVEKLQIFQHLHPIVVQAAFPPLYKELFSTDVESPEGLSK
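ROR gamma transcriptional activity was tracked as Gal4-UAS luciferase output in stably transfected Drosophila Schneider cells, with compound added 1 hr before 700 uM copper sulfate induction and a 20 hr ambient-temperature incubation.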
FLuc counter = inhibits or activates purified firefly luciferase, miR-21 counter-screen; P08659; Potency, µM (highest dose often 57.5 µM), inactives show at the top dose activity change, negative = inhibition, most hits filed as inhibitors; purified FLuc, Km substrates, luminescence inhibition; 6.9% of 360,000 active;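 note: potency is the fitted concentration of half-maximal effect; plate controls were vehicle for no effect and reference inhibitor for full effect; nearly all actives have a fitted effect of over 55% in size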
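Purified P. pyralis luciferase, 10 nM final, with Km-level 10 uM D-luciferin and 10 uM ATP in 50 mM Tris acetate pH 7.5, 10 mM Mg acetate, 0.01% Tween-20, 0.05% BSA; 6-point qHTS titration about 60 µM downward; luminescence read.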
p53 reactivator = re-activators of mutant p53; Potency, µM (titrated, usually from 92.2 µM), without a hit: top-dose activity change, positive = activation, actives largely listed as activators; H1299 p53-A138V BP100-luciferase reporter, luminescence, 24 h; AID 504706; 0.063% of 320,000 active; note: potency is the fitted concentration of half-maximal effect; % of control where 0% means no effect; nearly all actives have a fitted effect of over 45% in size
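p53-null H1299 cells stably carrying temperature-sensitive p53-A138V and a BP100-luciferase reporter were pinned with compounds (4-point, 1:5 series) and held 24 hrs at 37 deg C. Luminescence was read 10 min after detection reagent.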
Rab9 promoter act = activators of Rab9 promoter; 2.8% of 320,000 active; Potency, µM (titrated, usually from 9.22 µM), without a hit: at the highest dose activation, negative = inhibition, most hits filed as activators; Huh7 Rab9 promoter-luciferase reporter, luminescence, 24 h; AID 485297; note: potency is the fitted concentration of half-maximal effect; % of control where 0% means no effect; nearly all actives have a fitted effect of over 60% in size
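Using Huh7 cells stably transfected with Rab9 promoter–luciferase, compounds were incubated 24 h at 37 °C, 5% CO2; luciferase luminescence was read 10 min after reagent addition.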
Numbers without * were called inactive; ? = inconclusive; . = not tested or not shown; & = joins results of further samples; [ ] = remark or other dose. Unless noted, calls come from the whole dose curve; as a rule, active = well fitted curve in the direction sought with a large enough effect; inconclusive = small, poorly fitted or top-dose-only effect, or another doubt; inactive = no such curve, though single readings can be large; an effect the other way counts as inactive or inconclusive.

(1) COc1cccc(/C=N/NC(=O)CCNc2n[nH]c(=O)[nH]c2=O)c1OC
(2) Cc1nnc2ccc(-c3ccc(NS(C)(=O)=O)cc3)nn12
(3) Clc1ccc(Cl)c2sc(N3CCCC3)nc12
(4) N#CCSc1ncnc2c1cnn2CCO
(5) COC(=O)c1ccc(/C=N/NC(=O)CC(=O)NCC(C)C)cc1
(6) NC(N)=Nc1nc2cc([N+](=O)[O-])ccc2o1
(7) COc1ccc(/C=c2/sc3n(c2=O)C(c2ccccc2OC)C2=C(N=3)c3ccccc3CC2)cc1O (centres undefined)
(8) C=CCC[C@H](Cc1ccc(F)cc1)C(=O)OC[C@@H](Cc1c[nH]c2ccccc12)NC(=O)[C@H](CC=C)CC(=O)N[C@H](CO)Cc1ccccc1

entry no.	1	2	3	4	5	6	7	8
ELG1 repair inh	-8%	-7%	?	-15%	5%	?	?	?
VP16 counter	-13%	2%	5%	12%	9%	-14%	8%	.
ELG1 genotoxic	1%	?	-1%	-1%	-2%	10%	-8%	-3%
TRPV1 ag	2	-4	0	0	0	0	2	.
NPC1 promoter act	-2%	-7%	2%	0%	1%	-1%	-6%	.
BRCA1 expr act	-16%	-17%	-1%	-5%	-7%	?	-81%	-44%
Tb PFK block	-2%	1%	6%	2%	-3%	-4%	1%	3%
RORg inh	-9%	-9%	-3%	-18%	-1%	-3%	1%	.
FLuc counter	4%	-2%	?	-1%	-5%	?	1%	.
p53 reactivator	-2%	-2%	?	6%	-1%	8%	8%	-3%
Rab9 promoter act	-2%	-12%	10%	0%	-1%	9%	4%	.

(9) COc1ccc(N(CC(=O)NC(C)c2ccccc2)S(=O)(=O)c2ccc(C)cc2)cc1 (centres undefined)
(10) COC(=O)c1c(C)noc1-c1snnc1C
(11) Cc1sc(NC(=O)c2ccccc2)c(C#N)c1-c1ccccc1
(12) CCN(CC)C(=O)CSc1nc2cc3c(cc2c(=O)n1CCCC(=O)NCc1ccc(OC)cc1)OCO3
(13) CSCCC(NS(=O)(=O)c1ccc(C)cc1)C(=O)Nc1ccc(C)cn1 (centres undefined)
(14) O=C(O)CCCN1C(=O)C2C3C=CC(C2C1=O)C1C(=O)N(CCCC(=O)O)C(=O)C31 (centres undefined)
(15) CCOc1ccc(S(=O)(=O)NCc2ccco2)cc1
(16) Cc1cc2cc3c(cc2nc1SCC(=O)OC(C)C)OCO3

entry no.	9	10	11	12	13	14	15	16
ELG1 repair inh	2%	5%	?	?	4%	-14%	.	?
VP16 counter	-11%	-7%	?	-21%	.	-2%	23%	13%
ELG1 genotoxic	-2%	1%	?	-1%	-3%	-3%	.	-1%
TRPV1 ag	23	-1	?	0	11	-3	-1	6
NPC1 promoter act	-3%	-1%	2.8µM*	-1%	-1%	2%	.	1%
BRCA1 expr act	-27%	-2%	?	-22%	-5%	12%	-5%	-4%
Tb PFK block	0%	3%	-1%	6%	-4%	0%	.	2%
RORg inh	3%	-9%	44%	-23%	.	-2%	37%	-22%
FLuc counter	1%	2%	2.4µM*	-2%&-11%	0%	2%	0%	1%
p53 reactivator	-2%	-1%	?	-1%	-7%	5%	.	-2%
Rab9 promoter act	6%	-2%	1.6µM*	2%	1%	-1%	.	-1%

(17) COc1ccc([C@]2(C(C)C)ON(c3ccccc3C(F)(F)F)C2=O)cc1
(18) CNC(=O)c1c(NC(NC(=O)c2ccco2)C(=O)c2ccc(Cl)cc2)sc2c1CCCC2 (centres undefined)
(19) COc1cccc(C2c3c(C)nn(-c4ccc([N+](=O)[O-])cc4)c3N=C3C(=O)Nc4ccccc4N32)c1 (centres undefined)
(20) O=C(NCc1ccc(F)cc1)C1CCCN(C(=O)Nc2ccccc2)C1 (centres undefined)
(21) O=[N+]([O-])c1ccc2nc(N3CCCC3)sc2c1
(22) O=C(Nc1ccc(S(=O)(=O)NCc2ccco2)cc1)c1cccc(F)c1
(23) COc1ccc(/C=C(\C#N)C(=O)OCC(=O)Nc2c(C)cccc2C)cc1
(24) O=C(NC12CC3CC(CC(C3)C1)C2)c1ccc(N2CCNCC2)c([N+](=O)[O-])c1

entry no.	17	18	19	20	21	22	23	24
ELG1 repair inh	-11%	0%	?	-8%	?	0%	3%	9%
VP16 counter	.	3%	-3%	2%	-7%	12%	4%	1%
ELG1 genotoxic	-8%	-3%	-12%	7%	?	3%	-1%	2%
TRPV1 ag	25	-2	-4	-1	0	-2	0	.
NPC1 promoter act	-4%	0%	-17%	2%	3.2µM*	-2%	1%	0%
BRCA1 expr act	0%	-12%	-31%	-20%	8.9µM*	0%	4%	6%
Tb PFK block	-1%	-22%	18%	0%	0%	0%	3%	15%
RORg inh	.	-12%	-9%	-2%	17%	59%	-4%	-2%
FLuc counter	3%	-3%	0%	16%	11µM*	0%	3%	3%
p53 reactivator	?	4%	-5%	-11%	?	1%	-3%	0%
Rab9 promoter act	0%	2%	-31%[inhibitor]	-5%	3.5µM*	-2%	0%	-5%

(25) CCCc1ccc2oc(C(=O)N3CCN(c4cnccn4)CC3)c(C)c2c1
(26) Cc1ccc(N(CC(O)Cn2nc(C)cc2C)S(=O)(=O)c2ccc3ccccc3c2)cc1 (centres undefined)
(27) CC(C)NS(=O)(=O)c1ccc(OCC(=O)NCC2CCCO2)c(Cl)c1 (centres undefined)
(28) COc1ccc(NC(=O)c2ccc(-n3cnnn3)cc2)c([N+](=O)[O-])c1
(29) O=C(CCOc1ccccc1)Nc1ccc([N+](=O)[O-])cc1
(30) Cc1ccccc1S(=O)Cc1ccc(C(=O)NCCCN2CCCCC2)o1 (centres undefined)
(31) COC(=O)Cn1c(=O)c2c(nc(Br)n2Cc2ccccc2Cl)n(C)c1=O
(32) CC1CC(NC(=O)c2ncn[nH]2)CC(C)(C)C1 (centres undefined)

entry no.	25	26	27	28	29	30	31	32
ELG1 repair inh	-9%	?	2%	18%	?	20%	5%	2%
VP16 counter	-4%	?	1%	6%	5%	-1%	-7%	-4%
ELG1 genotoxic	-6%	-3%	-2%	?	2%	2%	-5%	-4%
TRPV1 ag	13	1	-1	-5	12	0	-1	-7
NPC1 promoter act	1%	-7%	-2%	0%	-3%	-2%	0%	-4%
BRCA1 expr act	7%	-39%	2%	-2%	33%	-11%	-48%	-4%
Tb PFK block	-5%	10%	-2%	-16%	-15%	14%	0%	-7%
RORg inh	14%	?	18%	-16%	24%	-1%	-28%	-27%
FLuc counter	?	-2%	0%	1%	-11%	-2%	-2%	-2%
p53 reactivator	-5%	6%	-4%	0%	1%	2%	-4%	-1%
Rab9 promoter act	7%	-2%	-2%	5%	25%	2%	-6%	1%

(33) Cc1ccc(CNC(=O)COC(=O)c2ccc(Cl)c(N)c2)cc1
(34) O=c1c2ccccc2c(-c2ccccc2)nn1Cc1ccccc1
(35) O=C(COC(=O)c1ccc([N+](=O)[O-])o1)NC1CCCCC1
(36) Cc1cccc(CNc2ccc(C(CC(N)=O)NC(=O)Cc3cccc4ccccc34)cc2[N+](=O)[O-])c1 (centres undefined)
(37) COc1ccccc1CNC(=O)C1CCN(c2nc3ccccc3o2)CC1
(38) COc1cccc(NC(=O)N2CCN(c3nnnn3-c3ccccc3)CC2)c1

entry no.	33	34	35	36	37	38
ELG1 repair inh	7%	18%	16%	2%	-25%	12%
VP16 counter	?	-8%	.	3%	1%	8%[10 µM]
ELG1 genotoxic	2%	5%	0%	-1%	0%	-5%
TRPV1 ag	-2	27	.	1	0	10
NPC1 promoter act	-2%	0%	.	-1%	-1%	2%
BRCA1 expr act	4%	9%	17%	-20%	1%	-6%
Tb PFK block	16%	8%	-5%	2%	-4%	1%
RORg inh	25%	4%	.	17%	15%	17%
FLuc counter	-2%	-19%	.	0%	2%	-7%
p53 reactivator	-1%	-2%	3%	-13%	-11%	3%
Rab9 promoter act	-5%	2%	.	-5%	2%	-6%

A stretch from further up:
(36) Cc1cccc(CNc2ccc(C(CC(N)=O)NC(=O)Cc3cccc4ccccc34)cc2[N+](=O)[O-])c1 (centres undefined)
(37) COc1ccccc1CNC(=O)C1CCN(c2nc3ccccc3o2)CC1
(38) COc1cccc(NC(=O)N2CCN(c3nnnn3-c3ccccc3)CC2)c1

entry no.	36	37	38
ELG1 repair inh	2%	-25%	12%
VP16 counter	3%	1%	8%[10 µM]
ELG1 genotoxic	-1%	0%	-5%
TRPV1 ag	1	0	10
NPC1 promoter act	-1%	-1%	2%
BRCA1 expr act	-20%	1%	-6%
Tb PFK block	2%	-4%	1%
RORg inh	17%	15%	17%
FLuc counter	0%	2%	-7%
p53 reactivator	-13%	-11%	3%
Rab9 promoter act	-5%	2%	-6%

From PubChem

Compounds were not picked by outcome; 15% or so of the library scored in one or more.
